TcdB inh: blocks C. difficile toxin B glycohydrolase activity; inhibition, % at 9.99 µM; AID 652162; P18177; actives 0.24% (n = 350,000); TcdB glycohydrolase enzymatic assay, plate reader; in the data active means inhibition above about 10%
Target sequence (P18177 whole entry, looked up): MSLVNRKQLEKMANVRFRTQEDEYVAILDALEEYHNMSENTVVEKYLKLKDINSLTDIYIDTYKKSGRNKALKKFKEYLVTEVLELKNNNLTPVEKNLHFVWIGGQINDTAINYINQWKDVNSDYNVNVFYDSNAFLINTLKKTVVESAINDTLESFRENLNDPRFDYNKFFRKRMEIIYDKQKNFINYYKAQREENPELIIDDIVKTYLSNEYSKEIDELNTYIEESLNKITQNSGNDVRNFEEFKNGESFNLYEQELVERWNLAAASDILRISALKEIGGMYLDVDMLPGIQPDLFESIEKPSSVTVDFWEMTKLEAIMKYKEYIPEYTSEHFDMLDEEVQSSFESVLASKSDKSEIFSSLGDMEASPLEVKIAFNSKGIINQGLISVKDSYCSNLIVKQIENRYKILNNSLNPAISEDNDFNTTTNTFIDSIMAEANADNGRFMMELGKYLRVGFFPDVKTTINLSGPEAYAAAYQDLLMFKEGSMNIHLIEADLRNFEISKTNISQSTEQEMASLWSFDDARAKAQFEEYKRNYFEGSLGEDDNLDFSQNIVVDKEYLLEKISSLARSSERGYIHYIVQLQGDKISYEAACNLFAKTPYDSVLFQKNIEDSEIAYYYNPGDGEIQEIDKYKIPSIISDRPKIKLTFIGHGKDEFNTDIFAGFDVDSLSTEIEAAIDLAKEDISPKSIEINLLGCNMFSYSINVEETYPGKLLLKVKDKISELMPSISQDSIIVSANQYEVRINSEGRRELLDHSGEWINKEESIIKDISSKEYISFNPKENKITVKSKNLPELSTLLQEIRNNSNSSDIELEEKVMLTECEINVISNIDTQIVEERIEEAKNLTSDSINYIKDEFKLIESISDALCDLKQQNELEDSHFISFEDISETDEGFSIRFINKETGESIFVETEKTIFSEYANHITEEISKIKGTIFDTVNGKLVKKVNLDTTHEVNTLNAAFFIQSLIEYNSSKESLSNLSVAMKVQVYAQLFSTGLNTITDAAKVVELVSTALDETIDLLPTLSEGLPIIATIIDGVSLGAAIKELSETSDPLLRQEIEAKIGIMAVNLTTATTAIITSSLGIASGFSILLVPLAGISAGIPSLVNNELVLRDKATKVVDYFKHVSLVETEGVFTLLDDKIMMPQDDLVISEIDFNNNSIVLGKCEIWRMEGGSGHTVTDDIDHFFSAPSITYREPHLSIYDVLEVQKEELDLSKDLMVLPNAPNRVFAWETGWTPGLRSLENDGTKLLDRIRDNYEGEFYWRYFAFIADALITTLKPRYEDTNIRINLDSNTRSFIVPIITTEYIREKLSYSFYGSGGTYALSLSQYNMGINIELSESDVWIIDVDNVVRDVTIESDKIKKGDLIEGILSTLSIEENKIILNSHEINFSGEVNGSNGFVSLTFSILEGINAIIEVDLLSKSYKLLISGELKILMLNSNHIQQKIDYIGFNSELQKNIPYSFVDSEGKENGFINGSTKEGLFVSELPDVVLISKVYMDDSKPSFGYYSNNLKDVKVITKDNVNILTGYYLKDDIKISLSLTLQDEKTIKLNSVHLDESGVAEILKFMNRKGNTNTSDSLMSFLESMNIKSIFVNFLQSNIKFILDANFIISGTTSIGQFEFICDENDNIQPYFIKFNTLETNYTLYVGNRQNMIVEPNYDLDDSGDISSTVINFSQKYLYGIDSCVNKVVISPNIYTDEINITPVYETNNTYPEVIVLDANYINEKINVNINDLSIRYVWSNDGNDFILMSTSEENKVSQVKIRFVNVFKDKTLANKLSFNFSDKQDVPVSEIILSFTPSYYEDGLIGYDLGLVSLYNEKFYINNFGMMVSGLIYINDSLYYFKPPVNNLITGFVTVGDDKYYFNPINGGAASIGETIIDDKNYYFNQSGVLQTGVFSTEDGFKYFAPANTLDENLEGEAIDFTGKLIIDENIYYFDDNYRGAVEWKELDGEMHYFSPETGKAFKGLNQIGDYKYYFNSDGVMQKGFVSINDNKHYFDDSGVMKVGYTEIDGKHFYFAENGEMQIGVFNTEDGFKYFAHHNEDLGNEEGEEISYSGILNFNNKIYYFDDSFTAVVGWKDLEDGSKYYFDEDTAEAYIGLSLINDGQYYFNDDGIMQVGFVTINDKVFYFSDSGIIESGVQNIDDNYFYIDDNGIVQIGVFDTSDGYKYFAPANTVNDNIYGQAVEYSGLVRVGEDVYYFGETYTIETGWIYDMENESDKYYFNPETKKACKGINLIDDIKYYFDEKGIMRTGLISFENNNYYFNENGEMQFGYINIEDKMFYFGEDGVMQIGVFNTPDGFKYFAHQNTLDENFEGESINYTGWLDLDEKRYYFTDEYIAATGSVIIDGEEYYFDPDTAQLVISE
Anthrax LF inh2: blocks Bacillus anthracis lethal factor protease | actives 0.12% (n = 360,000) | inhibition, % at 10 µM | AID 588501 | P15917 | multiplex microsphere protease cleavage assay, LF; in the data active means inhibition above about 30%; further: plate controls were buffer without enzyme for full effect and enzyme alone for no effect
PfHsp40 rescue: rescue of PfHsp40-mediated yeast toxicity; growth rescue, % at 12.5 µM; AID 504582; actives 0.68% (n = 340,000); S. cerevisiae expressing PfHsp40, growth rescue, ATP luminescence; in the data active means growth rescue above about 28%, passing the limit was not always enough;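 further: yeast W303a lacking pdr1 and pdr3 grown in galactose medium; growth measured after three days at 30 °C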
SARS 3CLpro inh: SARS-CoV 3CLpro protease inhibition; P0C6X7; recombinant SARS-CoV 3CLpro, quenched FRET peptide cleavage; inhibition, % at 6 µM; actives 0.14% (n = 290,000); AID 1706; in the data active means inhibition above about 12%
BH1578 lux ind: inducers of Vibrio cholerae quorum light production without autoinducers; actives 0.16% (n = 350,000); activation, % at 18.7 µM; V. cholerae BH1578 lux reporter, luminescence, 6 h; AID 588436; in the data active means activation mostly above about 9.7%, no sharp cut-off; further: not every result past the cut was called active; inactives centre near 0; reference of the scale not given here
DUSP3 inh: DUSP3 (human) phosphatase inhibition; actives 0.52% (n = 290,000); recombinant VHR phosphatase, pNPP absorbance; inhibition, % at 13.3 µM; AID 1654; P51452; in the data active means inhibition above about 50%; further: some compounds called inactive have numbers as strong as hits
PriA SSB inh: inhibitors of Klebsiella pneumoniae PriA binding to SSB C-terminal tail | AlphaScreen SSBct-PriA binding, biotinylated peptide | inhibition, % at 33 µM | actives 0.6% (n = 430,000); in the data active means inhibition mostly above about 37%, no sharp cut-off; inactive means mostly below about 20%;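 further: plate controls were negative control peptide for no effect and reference peptide for full effect; strong numbers were not always called active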
Rv3671c protease: Rv3671c (M. tuberculosis) protease inhibition; inhibition, % at 5.96 µM; actives 0.048% (n = 320,000); P9WHR9; AID 2606; in the data active means inhibition above about 38%;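 further: extracellular domain of Rv3671c used as enzyme; 0% = enzyme with DMSO and 100% = no enzyme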
MazEF act: activators of E. coli MazEF toxin-antitoxin RNase; FAM/BHQ RNA-DNA oligo cleavage fluorescence, 5 h; activation, % at 20 µM; actives 0.32% (n = 350,000); in the data active means activation above about 50%
Yp Topo-I inh: blocks Yersinia pestis topoisomerase I activity | Y. pestis Topo-I cleavage product accumulation, plate reader | actives 0.064% (n = 360,000) | activity, % at 10 µM; in the data active means activity above about 50%, passing the limit was not always enough; further: inactives centre near 2
The depositor's hits bear a star; i = inactive; · = not tested or not shown; & = joins results of further samples.

nr	compound	PriA SSB inh	Yp Topo-I inh	Anthrax LF inh2	PfHsp40 rescue	DUSP3 inh
1	c1csc(CNc2ncnc3ccc(-c4ccc5c(c4)OCCO5)cc23)c1	-9	-8	2	0.6	·
2	CCOc1cc(S(=O)(=O)NCc2ccccn2)c(C)cc1C	-7&0	·	·	·	20
3	O=C(NC(=S)Nc1cc(C(F)(F)F)ccc1N1CCOCC1)c1ccc(-c2cccc(Cl)c2)o1	-13	-3	0	0.6	-8
4	COc1c(F)c(F)c(C(=O)Nc2c(C)cc(Br)cc2C)c(F)c1F	-3	2	-2	-0.2	2
5	O=C(CSc1nnc2ccc(-c3ccccn3)nn12)Nc1ccc(F)cc1	-8	-3	-3	·	·
6	CSc1ccc(CN2CCC2(C)C(=O)Nc2cnc3ccccc3c2)cc1 (centres undefined)	·	3	3	·	·
7	O=C1[C@H]2[C@@H](c3ccc(C(F)(F)F)cc3)N[C@]3(CCCN(Cc4ccc(Br)cc4)C3=O)[C@H]2C(=O)N1Cc1ccccc1	·	-2	-1	·	·
8	CS(=O)(=O)N1N=C(c2ccco2)CC1c1ccco1 (centres undefined)	-18	-2	-15	0.9	2
9	CC(NCCO)C(=O)C12CC3CC(CC(C3)C1)C2 (centres undefined)	-5	2	0	-0.3	29
10	C/C=C(\C)CN1CCC(n2nccc2NC(=O)c2ccc(OC)cc2)CC1	8	-1	1	0.1	0
11	COc1cccc(C(=O)Nc2ccc(NC(=O)C(C)C)nc2)c1	-14	-1	-4	-0.4	19
12	C[C@H](CO)N1C[C@H](C)[C@@H](CN(C)Cc2ccc3c(c2)OCCN3C)OCc2cnnn2CCCC1=O	·	1	-10	·	·

nr	SARS 3CLpro inh	TcdB inh	MazEF act	Rv3671c protease	BH1578 lux ind
1	·	0.7	-4	-34	i
2	4	·	·	4	·
3	-2	·	-2	5	i
4	-2	1.5	-1	5	0.0
5	·	0.7	9	·	i
6	·	-0.5	·	·	-0.8
7	·	3.8	-19	·	1.1
8	2	-0.1	15	-5	i
9	-2	·	-1	-6	i
10	6	1.9	6	-1	0.4
11	0	·	-2	-2	-0.7
12	·	0.9&-9.5	-15	·	i

Next part
nr	compound	PriA SSB inh	Yp Topo-I inh	Anthrax LF inh2	PfHsp40 rescue	DUSP3 inh
13	CSc1ncccc1C(=O)OCC(=O)c1ccc(C)s1	-6	0	-9	2.4	·
14	Cc1ccc(NC(=O)N2CCCC2C(=O)Nc2ccc3c(c2)OCCO3)cc1 (centres undefined)	-3	0	-7	0.9	30
15	O=C(CSc1ccccc1)NCCSCc1ccccc1	0	5	0	1.9	-7
16	Cc1cc2nnc(SCC(=O)N3CCOCC3)n2c2ccccc12	7	-5	-3	0.3	6
17	CCCCc1cc(=O)oc2c(CN(C)C)c(O)c(Cl)cc12	-13	2	-2	-0.2	10
18	CC(=O)NC(CCS(C)(=O)=O)C(=O)N1CCc2ccccc21 (centres undefined)	-2	-5	-2	-2.4	-1
19	Cc1cc(C)c2nc(C)cc(Nc3ccc(C(=O)NCCO)cc3)c2c1	-8	-12	·	-0.2	33
20	O=C(Nc1ccc(F)c(Cl)c1)c1csc([C@@H]2O[C@H](CO)[C@H](O)[C@H](O)[C@H]2O)n1	·	-1	-11	·	·
21	C/C(=N\NC1=NCCN1)c1ccccc1	·	0	-2	-2.0	19
22	O=C(Cc1ccccc1[N+](=O)[O-])OCC(=O)c1c[nH]c2ccccc12	-9	5	-2	-0.8	·
23	COCCn1c(C)cc(/C=C(\C#N)C(=O)OCC(=O)Nc2ccc(S(N)(=O)=O)cc2)c1C	1	3	-3	-0.9	·
24	CCCc1c(C(=O)N2CCN(c3ccccc3OC)CC2)cnn1-c1ccccc1	3	2	-2	1.0	-11

nr	SARS 3CLpro inh	TcdB inh	MazEF act	Rv3671c protease	BH1578 lux ind
13	·	3.3	11	2	i
14	5	-1.4	5	-4	i
15	1	·	-2	0	i
16	0	0.4	-15	4	-0.9
17	3	·	-7	-4	-0.3
18	0	·	3	3	0.9
19	-2	4.0	7	6	-1.9
20	·	0.4	·	·	-0.3
21	-3	1.5	2	4	i
22	·	0.0	10	0	1.9
23	·	1.6	-22	·	i
24	7	1.5	-1	-6	i

(further entries)
nr	compound	PriA SSB inh	Yp Topo-I inh	Anthrax LF inh2	PfHsp40 rescue	DUSP3 inh
25	CC(C)n1cnc2c(NCc3ccccc3)cc(N[C@H](C)CO)cc21	38	-7	-6	0.6	·
26	CC1C(=O)N(Cc2cn(CCC3OCCCO3)nn2)CCS(=O)(=O)N1Cc1ccc(-c2cccc(CO)c2)cc1 (centres undefined)	·	12	2	·	·
27	O=c1oc2ccccc2cc1-c1ccc(O)cc1	-11	6	-3	2.3	48
28	COc1ccc(N2CCN(C(=O)CN(c3ccccc3)S(C)(=O)=O)CC2)cc1	-17	-4	-5	-0.6	27
29	O=C(O)CNc1nc(Cl)ccc1[N+](=O)[O-]	-7	-2	4	-1.8	26
30	O=C(N/N=C/c1ccccc1C(=O)O)c1ccccc1Br	·	7	0	0.5	20
31	CCCC(=O)N1CCN(c2ccc([N+](=O)[O-])cc2Cl)CC1	-10	1	-2	-0.7	-16
32	CCOC(=O)C1=C(N)Oc2c(oc(CO)cc2=O)C1c1c(F)cccc1Cl (centres undefined)	5	4	-3	-0.4	16
33	CC1CCCCN1S(=O)(=O)c1ccc(S(=O)(=O)N2CCCC2)cc1 (centres undefined)	-12	4	-1	-0.4	6
34	CC(=O)c1cccc(NC(=O)COC(=O)CCNS(=O)(=O)c2ccccc2)c1	-16	-4	7	-0.7	·
35	O=C(NCc1ccco1)c1cccc(S(=O)(=O)N2CCCC2)c1	4	4	7	-1.6	17
36	Cc1ccccc1OCCNC(=O)c1ccc2ccccc2n1	-70	11	1	1.7	3

nr	SARS 3CLpro inh	TcdB inh	MazEF act	Rv3671c protease	BH1578 lux ind
25	·	·	5	-77	i
26	·	0.5	8	·	0.6
27	-1	3.7	-11	-8	-4.5
28	2	·	-6	1	0.4
29	3	·	-1	2	0.5
30	0	1.3	14	2	-0.4
31	3	·	-2	-2	i
32	8	·	3	5	-0.6
33	0	0.6	14	3	i
34	·	3.8	0	-7	8.3
35	5	0.4	3	·	-0.3
36	-5	·	-6	-5	-0.4

More results.
nr	compound	PriA SSB inh	Yp Topo-I inh	Anthrax LF inh2	PfHsp40 rescue	DUSP3 inh
37	Cc1nn2c(NCCCN(C)C)c3c(nc2c1-c1ccccc1)CCCC3	-2	-12	3	-0.1	28
38	c1ccc(-c2c3ccccc3nc3[nH]c4ccccc4c23)cc1	-13	6	-13	-1.4	-7
39	O=C(Oc1ccc(Cl)c2cccnc12)N1CCCCCC1	-22	3	-4	5.8	27
40	CN(C)C(=O)CCC(=O)N(C)CC1CCCN(CCc2ccc(F)cc2)C1 (centres undefined)	-9	0	8	-0.9	34
41	O=c1nc(N(c2ccccc2)c2ccccc2)[nH]c(=O)[nH]1	-7	-1	-1	0.1	15
42	COc1cccc(CNC(=O)C2(C)CCCCN2C)c1 (centres undefined)	·	5	-6	·	·
43	O=C1c2cccnc2C(=O)N1Cc1cccs1	-14	2	0	1.0	-16
44	Cc1ccc(C(C)C)cc1OCCn1cncn1	-14	0	4	0.2	1
45	COc1ccc(OCC(=O)Nc2ccccc2-c2ccccc2)cc1	-9	2	-12	0.7	-4
46	Cc1ccc(S(=O)(=O)N2CCN(S(=O)(=O)N3CCOCC3)CC2)cc1C	-4	7	-3	-0.9	-9
47	CCOC(=O)C(Cc1ccccc1)NC(=O)CCc1nnc2ccc(N3CCOCC3)nn12 (centres undefined)	-10	2	-1	-1.8	13
48	COc1ccc(CNC(=O)/C(C#N)=C2\N=C(NC(=O)c3cccs3)c3ccccc32)cc1	-9	-14	7	-0.7	21

nr	SARS 3CLpro inh	TcdB inh	MazEF act	Rv3671c protease	BH1578 lux ind
37	-8	1.5	16	4	-1.1
38	0	·	-1	-18	-1.1
39	1	-0.3	2	-1	·
40	-3	2.0	1	-3	-1.3
41	0	·	7	-3	i
42	·	-4.8	·	·	-0.2
43	5	1.3	9	0	-0.1
44	-3	2.3	2	-219	i
45	-1	0.9	-21	-2	0.0
46	5	·	4	7	0.7
47	0	1.3	12	0	i
48	2	·	1	5	-0.3

Compound profiles, from the list above.
`CSc1ncccc1C(=O)OCC(=O)c1ccc(C)s1` in the list: PriA SSB inh: -6; Yp Topo-I inh: 0; Anthrax LF inh2: -9; PfHsp40 rescue: 2.4; DUSP3 inh: ·; SARS 3CLpro inh: ·; TcdB inh: 3.3; MazEF act: 11; Rv3671c protease: 2; BH1578 lux ind: i
`CCOc1cc(S(=O)(=O)NCc2ccccn2)c(C)cc1C` in the list: PriA SSB inh: -7&0; Yp Topo-I inh: ·; Anthrax LF inh2: ·; PfHsp40 rescue: ·; DUSP3 inh: 20; SARS 3CLpro inh: 4; TcdB inh: ·; MazEF act: ·; Rv3671c protease: 4; BH1578 lux ind: ·
`CSc1ccc(CN2CCC2(C)C(=O)Nc2cnc3ccccc3c2)cc1` (centres undefined) in the list: PriA SSB inh: ·; Yp Topo-I inh: 3; Anthrax LF inh2: 3; PfHsp40 rescue: ·; DUSP3 inh: ·; SARS 3CLpro inh: ·; TcdB inh: -0.5; MazEF act: ·; Rv3671c protease: ·; BH1578 lux ind: -0.8

More records:
nr	compound	PriA SSB inh	Yp Topo-I inh	Anthrax LF inh2	PfHsp40 rescue	DUSP3 inh
49	O=C(Nc1cccc(C(F)(F)F)c1)Oc1ccc(Cl)c2cccnc12	2	-10	21	125*	18
50	CC(=O)c1sc(NC(=O)CCN2C(=O)C3CC=CCC3C2=O)nc1-c1ccccc1 (centres undefined)	1	6	1	0.2	·
51	COc1cc(CNCC(O)c2ccccc2)ccc1OCc1ccc(Cl)nc1 (centres undefined)	6	-3	-10	-1.1	19
52	CN(C)Cc1cccc([N+](=O)[O-])c1O	-3	-3	-5	1.2	21
53	CC(C)(C)[C@H]1COC(=O)[C@@H](Cc2ccc(F)cc2)C/C=C\C[C@@H](CC(=O)N[C@H](CO)Cc2ccccc2)C(=O)N1	-5	4	-7	-0.9	·
54	Cc1ccc(C(=O)N2CCN(c3ccc(C(F)(F)F)cn3)CC2)c(C)c1	-7	19	-2	4.0	-21
55	CCn1c(C)nc2cc(C(=O)NNC(=O)c3ccc(Cl)nc3)ccc21	7	0	-6	0.8	4
56	COCCNC(=O)c1ccccc1NC(=O)Cc1ccccc1[N+](=O)[O-]	0	1	1	-0.2	3
57	O=S(=O)(NCCc1ccncc1)c1ccccc1	2	-7	0	0.4	-1
58	O=C(Cc1n[nH]c(=O)c2ccccc12)NCc1ccccn1	4	2	2	-1.9	-7
59	CCOC(=O)c1cnc(SCC(=O)NNC(=O)c2ccco2)nc1N	1	-6	7	-1.4	11
60	CN1CCN(CCCNC(=O)CCN2C(=O)COc3ccccc32)CC1	-3	-6	3	0.5	2
61	COc1cccc(OCC(=O)N(C)Cc2nc(-c3cccc(C)c3)no2)c1	-3	24	15	0.2	-7

nr	SARS 3CLpro inh	TcdB inh	MazEF act	Rv3671c protease	BH1578 lux ind
49	5	1.3	8	-34	-0.8
50	·	1.1	-1	-10	-2.5
51	1	·	-2	6	·
52	0	1.3	3	6	-0.6
53	·	1.5	0	0	i
54	-3	·	4	6	-3.0
55	-2	0.1	-3	-1	-0.1
56	3	-1.3	4	3	-0.3
57	-1	·	-1	9	-0.6
58	-1	·	9	8	-0.5
59	0	0.8	7	-4	-0.2
60	0	1.3	-2	-10	1.0
61	3	0.1	-11	-3	i

Part of the list above in order of length of the SMILES, low to high.
nr	compound	PriA SSB inh	Yp Topo-I inh	Anthrax LF inh2	PfHsp40 rescue	DUSP3 inh
57	O=S(=O)(NCCc1ccncc1)c1ccccc1	2	-7	0	0.4	-1
51	COc1cc(CNCC(O)c2ccccc2)ccc1OCc1ccc(Cl)nc1 (centres undefined)	6	-3	-10	-1.1	19
61	COc1cccc(OCC(=O)N(C)Cc2nc(-c3cccc(C)c3)no2)c1	-3	24	15	0.2	-7

nr	SARS 3CLpro inh	TcdB inh	MazEF act	Rv3671c protease	BH1578 lux ind
57	-1	·	-1	9	-0.6
51	1	·	-2	6	·
61	3	0.1	-11	-3	i

A portion of the library, so the mix of outcomes need not match the whole.
